Rac1 GTP hydrolysis – MgcRacGAP GTPase-activating activity inhibitors, confirmation, biochemical, ADP Hunter fluorescence | hit rate 0.6% among 340,000 | MgcRacGAP-stimulated Rac1 GTP hydrolysis, ADP Hunter fluorescence; higher % means a stronger effect; GST-tagged Rac1 F28L mutant substrate | AID 624330 | inhibition, % at 30 µM; hits with a dose series show IC50 in µM;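 active means first-screen hits whose inhibition reached a set limit at any dose in the follow-up dose series; inconclusive means inhibition above the set first-screen limit but never retested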;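 further: fluorescence reports GDP produced by GAP-driven GTP hydrolysis; strong numbers were not always called active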
Dengue-2 NS5 capping – Dengue-2 NS5 methyltransferase inhibitors, primary screen, biochemical, confirmation dose response (AID 588689); Dengue-2 NS5 methyltransferase capping enzyme assay, biochemical; higher % means a stronger effect; inhibition, % at 25 µM; hits with a dose series show IC50 in µM; hit rate 0.3% among 340,000; in the data active means a potency from the dose series; inconclusive means inhibition above about 29% without an active follow-up result
GPR55 LPI antagonism – inhibition of LPI-stimulated GPR55 beta-arrestin translocation – imaging, U2OS, beta-arrestin-GFP, LPI agonist, primary screen (AID 2013); U2OS GPR55 beta-arrestin-GFP translocation imaging, LPI antagonism; higher % means a stronger effect; inhibition, % at 10 µM, or IC50 in µM where a hit was titrated; hit rate 0.13% among 290,000;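 active means spots per cell inhibited over 60%, with over 100 cells counted and total cytoplasm intensity under 500,000; inconclusive means wells with under 100 cells, flagged as likely toxic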;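 further: U2OS cells stably carrying GPR55 and arrestin-GFP stimulated by 5 µM LPI near EC80; imaged beta-arrestin-GFP aggregate spots per cell after agonist stimulation; plate controls were LPI-stimulated DMSO wells for no effect and DMSO wells without LPI for full effect; some results filed as inactive read as strong as hits; confirmed hits need IC50 under 10 µM and bright autofluorescent wells are also inconclusive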
HIV fusion peptide – cell-free HIV fusion peptide-binding blockers – biochemical, uHTS, fluorescence dequenching, primary screen (AID 1986); cell-free peptide binding, fluorescence dequenching, 30 min; higher % means a stronger effect; inhibition, % at 20 µM; hits with a dose series show IC50 in µM; hit rate 0.3% among 290,000; in the data active means inhibition mostly above about 52%, no sharp cut-off; inactive means mostly below about 76%; further: some results filed as inactive read as strong as hits
RSV antiviral HEp-2 – RSV antiviral activity via CPE protection, HEp-2 cells, primary 10 µM value included (AID 2391); HEp-2 cells, RSV-induced CPE inhibition; higher % means a stronger effect; CPE inhibition, % at 10 µM, or IC50 in µM where a hit was titrated; hit rate 0.13% among 310,000; in the data active means a potency from the dose series; inconclusive means CPE inhibition mostly from about 23% at the one dose, without a potency; inactive means the rest, 99 in 100 with CPE inhibition below about 21%; further: strong numbers were not always called active
GPR35 antagonists – GPR35 antagonists blocking zaprinast-driven arrestin recruitment, primary screen, imaging, U2OS, beta-arrestin-GFP, zaprinast agonist (AID 2058); hit rate 0.052% among 290,000; U2OS GPR35 beta-arrestin-GFP translocation imaging, zaprinast antagonism; higher % means a stronger effect; inhibition, % at 10 µM; hits with a dose series show IC50 in µM;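 active means inhibition of at least 50% with at least 30 cells and total cytoplasm GFP at most 10,000,000; inconclusive means under 30 cells or total GFP of 10,000,000 plus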
SV40 large T antigen – SV40 large T antigen inhibitors, biochemical (AID 1903). SV40 large T antigen ATPase/helicase inhibition assay; higher % means a stronger effect. one-dose inhibition, % at 20 µM; IC50 in µM for titrated hits. hit rate 0.39% among 310,000; in the data active means a potency from the dose series; inconclusive means inhibition mostly from about 32% at the one dose, without a potency; inactive means the rest, 99 in 100 with inhibition below about 32%; further: strong numbers were not always called active
K1F lysis inhibition – protection from phage-mediated lysis, alamar blue read-out – E. coli UTI89, K1F phage, bacterial capsule biogenesis inhibitors (AID 488966); E. coli UTI89 K1F phage lysis, alamar blue, 2 h; higher % means a stronger effect; one-dose inhibition, % at 100 µM; IC50 in µM for titrated hits; hit rate 0.02% among 340,000;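 active means phage lysis inhibition, versus mean bacterial control, above a set limit; inconclusive means no clear call, values can overlap the other calls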;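 further: capsule biogenesis inhibitors block K1F phage lysis so surviving cells raise fluorescence; higher fluorescence means more inhibition of phage lysis; actives were called in the ten point dose series up to 300 µM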
PhoP inhibition – inhibitors of PhoP regulon expression, primary screen, Salmonella Typhimurium, GFP reporter (AID 1863); one-dose inhibition, % at 50 µM; IC50 in µM for titrated hits; hit rate 0.16% among 300,000; S. Typhimurium PhoP-regulated promoter GFP reporter, 4 h; higher % means a stronger effect;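 active means inhibition over 29.93%, a cutoff 3 SD above the screen mean, later confirmed by dose response; inconclusive means inhibition over 29.93% but no dose response follow-up; inactive means inhibition at most 29.93% or unconfirmed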;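 further: 0% = low Mg2+ inducing control and 100% = high Mg2+ repressing control; strong numbers were not always called active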
Dengue-2 NS5 capping pilot replicate – recorded beside Dengue-2 NS5 capping, whose call it bears; inhibition, %; measured here: pilot screen replicate inhibition
The depositor's hits bear a star; i = inactive; ? = inconclusive; . = no result given; & = joins results of further samples; [ ] = remark or other dose.

SMILES	Rac1 GTP hydrolysis	Dengue-2 NS5 capping	GPR55 LPI antagonism	HIV fusion peptide	RSV antiviral HEp-2	GPR35 antagonists	SV40 large T antigen	K1F lysis inhibition	PhoP inhibition	others
CC(=O)NCC12CC3CC(C1)CC(C(=O)O)(C3)C2	1%	-3%	14%	-3.9%	-0.1%	10%	0%	9.0%	-7%
CCOc1ccc(-n2nc(C(=O)N3CCN(CC)CC3)c3ccccc3c2=O)cc1	2%	0%	1%	1.1%	-0.4%	1%	23%	-0.1%	-3%
CCn1c(/C=C/c2ccccc2)nc2ccccc21	9%	-9%	-4%	-1.0%	9.0%	-1%	2%	4.3%	0%
CCC1(c2ccccc2)NC(=O)N(CC(=O)Nc2ccc(S(N)(=O)=O)cc2)C1=O (centres undefined)	8%	2%	5%	1.2%	0.8%	0%	3%	-0.2%	10%
CC(O)[C@@H](C(=O)N1CCNCC1)n1cc(CCCCN)nn1 (some centres undefined)	6%	-2%	3%	2.2%	-0.6%	3%	2%	0.6%	-12%
CCOc1ccc(N(CC(=O)N2CCCC2)S(=O)(=O)c2ccc(Cl)cc2)cc1	3%	-3%	10%	-0.5%	0.9%	-2%	6%	-1.0%	-3%
O=C(CC1C(=O)NCCN1Cc1ccoc1)NCc1cccc(OC(F)(F)F)c1 (centres undefined)	12%	-4%	-8%	-1.3%	-0.8%	3%	10%	-0.1%	-6%
CCc1cccc(C)c1N(C(=O)Cn1c(=O)[nH]c2ccccc21)C(C)COC (centres undefined)	5%	.	0%	-1.7%	0.5%	8%	4%	0.2%	-10%
Cc1ccc(S(=O)(=O)NCC(=O)N(CC(=O)NCc2ccco2)Cc2ccc(F)cc2)cc1	-3%	-9%	9%	-0.9%	-0.3%	-2%	7%	0.0%	4%
CCN(CC(=O)NC1CCS(=O)(=O)C1)S(=O)(=O)c1cc(Br)ccc1Br (centres undefined)	6%	-12%	.	.	0.2%	.	21%	0.5%[50 µM]	-2%
C=CCNC(=O)COC(=O)c1nc2nccc(C)n2n1	6%	-5%	7%	0.8%	1.8%	-15%	7%	-0.6%	3%
O=c1ccc2cc(S(=O)(=O)N3CCN(c4cc(Cl)ccc4Cl)CC3)ccc2o1	5%	-5%	-10%	5.4%	7.6%	0%	4%	3.7%	-5%
CCC(=O)NNC(=O)CCC(=O)Nc1ccccc1	.	.	6%	-4.1%	.	-2%	-7%	.	-6%
CCOc1ccc(C2=NNC(c3cccs3)=Nc3ccc(OCC)cc32)cc1	.	.	8%	2.8%	6.4%	-6%	0%	.	12%
O=Cc1c(NC2CCCCC2)c2ccccc2[nH]c1=O	8%	-7%	10%	1.1%	3.0%	-6%	12%	0.1%	-4%	Dengue-2 NS5 capping pilot replicate=-3.3
COCCSc1nnc(NC(=O)CS(=O)(=O)c2ccc(C)cc2)s1	7%	4%	-5%	1.0%	2.2%	-9%	2%	0.2%	11%
COC(=O)C1=C2SCC(=O)N2C(N)=C(C#N)C1	15%	2%	8%	-1.0%	-2.6%	4%	23%	-0.1%	-7%
CCc1cccc(C)c1NC(=O)c1ccc2nc(N3CCOCC3)sc2c1	14%	3%	0%	1.6%	2.5%	1%	.	-1.1%	.
O=C(CCNS(=O)(=O)c1ccccc1C(F)(F)F)NCCCSc1ccccc1	5%	-7%	7%	-0.2%	1.0%	-5%	13%	-0.2%	12%
COc1ccc2c(C)cc(Sc3nnnn3-c3ccccc3)nc2c1	10%	-3%	9%	0.7%	0.9%	-1%	16%	-2.3%	-12%
COC(=O)[C@H](CC(C)C)NC(=O)Nc1ccccc1F	-6%	3%	3%	0.9%	1.7%	-9%	6%	-1.0%	-9%
CC(C)(C)Oc1ccccc1Nc1nc(NCCO)nc(N2CCCC2)n1	8%	-1%	.	.	1.6%	.	-4%	-0.5%	.
CCCOC1CCCN(C(=O)c2cc(Cl)c(Cl)cc2C(=O)O)C1 (centres undefined)	4%	-5%	4%	0.0%	-1.5%	19%	-8%	0.3%	17%
Cn1c(SCC(=O)N2CCOCC2)nnc1-c1cnccn1	9%	-4%	8%	-0.1%	1.6%	12%	1%	i	0%
c1ccc(CN2CCN(c3cnc4ccccc4n3)CC2)cc1	4%	1%	4%	-1.0%	0.6%	-3%	-8%	0.0%	16%

(more compounds)
SMILES	Rac1 GTP hydrolysis	Dengue-2 NS5 capping	GPR55 LPI antagonism	HIV fusion peptide	RSV antiviral HEp-2	GPR35 antagonists	SV40 large T antigen	K1F lysis inhibition	PhoP inhibition	others
CCN(CC)C(=O)CSC1=C(C#N)C(c2ccco2)C(C(=O)OCCOC)=C(C)N1 (centres undefined)	4%&2%	2%&-1%	5%	-3.0%	1.7%	5%	4%	-2.0%&8.1%	-5%
Cc1c(NC(=O)C(C)C)cccc1-c1nc2ncccc2o1	3%	-2%	2%	-1.9%	1.8%	-12%	5%	0.1%	-8%	Dengue-2 NS5 capping pilot replicate=-4.6
CC(C)NS(=O)(=O)c1ccc(CCC(=O)NCc2ccc3c(c2)OCO3)cc1	-3%	-8%	0%	-0.8%	1.3%	1%	6%	1.5%	3%
Cc1cc(NC(=O)CCC(=O)N(Cc2ccco2)C2(C(=O)NC3CCCCC3)CCCCC2)no1	7%	7%	0%	1.6%	0.6%	12%	11%	0.5%	-6%
CN(CC(=O)NCc1cccnc1)S(=O)(=O)c1cc(Cl)ccc1Cl	2%	-1%	.	.	1.6%	.	1%	-1.3%[50 µM]	-5%
CCCCCCSc1ccc([C@H]2N[C@@](C)(C(=O)OC)[C@H]3C(=O)N(C)C(=O)[C@@H]23)cc1	5%	6%	.	.	-1.3%	.	1%	-0.9%	.
O=C(COC(=O)c1cc[n+]([O-])cc1)Nc1ccc2c(c1)OCCO2	0%	-4%	9%	-2.1%	0.0%	5%	14%	0.7%	-8%
COc1ccc(C(=O)NCCOc2cccc(OC)c2)cc1	6%	2%	6%	1.7%	1.4%	8%	0%	-0.2%	4%
N/C(=N\OC(=O)COc1ccc(Cl)cc1Cl)c1ccccn1	0%	-3%	14%	0.6%	6.3%	-2%	.	0.3%	.
COc1nc(-c2ccccc2Cl)ccc1C#N	2%	-9%	12%	1.1%	-3.9%	10%	4%	5.3%	2%
COc1ccc(C(=O)NN/C(C)=C/C(=O)c2ccccc2)cc1	4%	-11%	-6%	-2.1%	0.6%	0%	1%	-0.8%	-8%
C(=N\Nc1nc(N2CCCCC2)nc(N2CCCCC2)n1)/c1c[nH]c2ccccc12	6%	7%	7%	-0.8%	6.8%	26%	5%	-0.2%	9%
COc1ccc([C@H]2[C@@H]3C=CCC[C@@]3(C)C(=O)N2Cc2ccccc2)cc1Cl	0%	-8%	26%	3.2%	0.9%	9%	4%	-0.5%	-2%
COC(=O)C1=CN(c2cc(C)cc(C)c2)C=C(C(=O)OC)C1c1cccc(F)c1	5%	-2%	10%	2.1%	?	-9%	10%	0.8%[50 µM]	-7%
Cc1ccc(OC(=O)N2CCOCC2)cc1	7%	-3%	-2%	-0.5%	1.8%	2%	-2%	1.5%	8%
Cc1ccc2c(CN3CCCc4ccccc43)cc(=O)oc2c1C	18%	-18%	-11%	6.0%	2.5%	-6%	13%	6.6%	-12%
Cc1ccc(NC(=O)C(Cc2ccccc2)N2C(=O)C3C4CCC(C4)C3C2=O)cc1Cl (centres undefined)	7%	-3%	18%	1.2%	1.4%	8%	2%	0.2%	-8%

Compound activity as filed in PubChem BioAssay.
